Screening data deposited in PubChem BioAssay by several laboratories.
RGS8-Gao = regulators of human RGS8-Galphao interaction. P09471. multiplexed bead flow cytometry, RGS8-Galphao binding; actives lie on both sides. response (percent of control binding), % at 10 µM. 220,000 tested, 0.34% active; in the data active means response below about 60% or above about 140%; inactive means in between;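 further: Galphao activated as the GDP aluminium fluoride complex binding bead-coupled RGS8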
Mcl1-Noxa inh = disrupts binding of human Mcl-1 to Noxa peptide; Q07820; TR-FRET Mcl-1/Noxa peptide binding, 2 h; AID 1022; 220,000 tested, 1.5% active; inhibition, % at 21.7 µM;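 active means compounds that cut the protein-peptide binding signal by more than 50% relative to plate controls in a single-dose test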;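 further: His-tagged Mcl-1 with rhodamine Noxa BH3 peptide and terbium anti-His antibody; 0% = Mcl-1 plus Noxa peptide wells and 100% = peptide-only wells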
Target sequence (Q07820 whole entry, looked up): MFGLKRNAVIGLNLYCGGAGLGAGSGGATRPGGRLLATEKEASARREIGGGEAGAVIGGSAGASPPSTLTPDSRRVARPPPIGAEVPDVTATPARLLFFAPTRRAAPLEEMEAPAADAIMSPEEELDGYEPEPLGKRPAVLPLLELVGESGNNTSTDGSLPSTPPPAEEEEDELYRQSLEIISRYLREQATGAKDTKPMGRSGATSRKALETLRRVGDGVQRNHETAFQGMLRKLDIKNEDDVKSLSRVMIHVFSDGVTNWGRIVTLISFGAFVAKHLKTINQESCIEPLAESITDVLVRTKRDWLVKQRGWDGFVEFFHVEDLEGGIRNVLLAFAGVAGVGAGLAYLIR
Bim-Bcl-2 = inhibitors of Bim-Bcl-2 interaction, human; 190,000 tested, 0.06% active; inhibition, % at 10 µM; Bead-based flow cytometry, Bim peptide-Bcl-2 binding; P10415; in the data active means inhibition above about 40%; inconclusive means no clear call, values can overlap the other calls;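 further: 0% = no compound wells with probe peptide and 100% = reference peptide inhibitor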
Target sequence (P10415 whole entry, looked up): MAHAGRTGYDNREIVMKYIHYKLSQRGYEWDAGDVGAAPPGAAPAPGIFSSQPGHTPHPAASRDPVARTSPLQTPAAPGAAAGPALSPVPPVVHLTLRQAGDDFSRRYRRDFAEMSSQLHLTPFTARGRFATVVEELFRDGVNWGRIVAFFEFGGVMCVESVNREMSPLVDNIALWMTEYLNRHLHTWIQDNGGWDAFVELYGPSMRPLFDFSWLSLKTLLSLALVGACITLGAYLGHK
RGS7-Gao reg = human RGS7-Galphao interaction regulation. P09471. Multiplexed bead flow cytometry, RGS7-Galphao binding; actives lie on both sides. binding response (% of control), % at 10 µM. 220,000 tested, 0.35% active; in the data active means binding response below about 49% or above about 150%; inconclusive means no clear call, values can overlap the other calls; inactive means in between;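 further: fluorescent Galphao held in activated GDP-AlF4 state binding bead-coupled RGS7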
Bfl-1 Bim block = human Bim-Bfl-1 interaction inhibition; Q16548; Bead-based flow cytometry, Bim-Bfl-1 binding inhibition; inhibition, % at 10 µM; 190,000 tested, 0.12% active; AID 1008;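 further: 0% = wells without compound plus tracer and 100% = blocker peptide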
Mcl1-Bid inh = Mcl-1/Bid interaction inhibition; Q07820; TR-FRET Mcl-1/Bid-Dy647 peptide binding, 1536-well; inhibition, % at 21.7 µM; 220,000 tested, 0.97% active;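 active means compounds that cut the binding signal by more than half at the single screening dose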;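 further: His-tagged Mcl-1 with europium anti-His antibody binding Bid BH3 peptide; 0% = Mcl-1 plus peptide wells and 100% = peptide-only wells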
Bim-Bcl-W = human Bim-Bcl-W interaction inhibition; Q92843; bead-based flow cytometry, Bim peptide-Bcl-W binding; inhibition, % at 10 µM; 190,000 tested, 0.02% active;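 further: 0% = bound tracer without compound and 100% = peptide blocker; higher means less fluorescent Bim peptide bound to Bcl-W beads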
Target sequence (Q92843 whole entry, looked up): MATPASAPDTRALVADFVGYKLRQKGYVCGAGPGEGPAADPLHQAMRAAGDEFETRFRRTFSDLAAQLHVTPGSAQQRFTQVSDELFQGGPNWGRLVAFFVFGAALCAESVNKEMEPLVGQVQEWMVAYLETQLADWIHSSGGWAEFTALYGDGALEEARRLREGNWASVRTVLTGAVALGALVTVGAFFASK
RGS4-Gao reg = modulates binding of RGS4 to human Galphao; AID 1415; Multiplexed bead flow cytometry; actives lie on both sides; 220,000 tested, 0.33% active; binding response (% of control), % at 10 µM; P09471; in the data active means binding response below about 49% or above about 150%; inactive means in between;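 further: fluorescent Galphao activated with aluminum fluoride binding bead-coupled RGS4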
Bim-Mcl-1 = inhibitors of Bim-Mcl-1 interaction, human; Q07820; Bead-based flow cytometry, Bim peptide-Mcl-1 binding; inhibition, % at 10 µM; 190,000 tested, 0.1% active; AID 1009;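 further: 0% = no compound tracer wells and 100% = peptide blocker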
Bcl-XL Bim block = inhibitors of Bim-Bcl-XL interaction, human | Bim peptide-Bcl-XL binding, bead flow cytometry, fluorescence | inhibition, % at 10 µM | 190,000 tested, 0.04% active | AID 1007 | Q07817
Target sequence (Q07817 whole entry, looked up): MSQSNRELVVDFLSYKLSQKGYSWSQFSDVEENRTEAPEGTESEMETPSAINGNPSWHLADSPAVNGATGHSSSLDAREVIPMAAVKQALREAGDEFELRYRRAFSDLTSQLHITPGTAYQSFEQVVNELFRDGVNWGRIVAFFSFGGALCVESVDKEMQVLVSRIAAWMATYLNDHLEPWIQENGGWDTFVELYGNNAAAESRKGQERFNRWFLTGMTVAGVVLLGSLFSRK
Bcl-B Bim block = human Bim-Bcl-B interaction inhibition. Q9HD36. bead-based flow cytometry, Bim peptide-Bcl-B binding. inhibition, % at 10 µM. 190,000 tested, 0.073% active. AID 951;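 further: 0% = tracer peptide without compound and 100% = reference inhibitor peptide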
Numbers without * were called inactive; u = inconclusive; x = no result given. Unless noted, no stated cut-off is given here; in the data, active means inhibition above about 40%.

SMILES	RGS8-Gao	Mcl1-Noxa inh	Bim-Bcl-2	RGS7-Gao reg	Bfl-1 Bim block	Mcl1-Bid inh	Bim-Bcl-W	RGS4-Gao reg	Bim-Mcl-1	Bcl-XL Bim block	Bcl-B Bim block
Cc1ccc(-c2[nH]c3ccccc3c2C(C[N+](=O)[O-])c2ccco2)cc1 (centres undefined)	100	-2	-6	99	-7	-16	3	103	0	-3	-1
O=C(NC(=S)Nc1ccc(Oc2ccc(Cl)cc2)cc1)c1ccccc1	100	9	1	100	1	-31	0	100	-4	0	-2
COc1ccc(C(=O)N=c2nc3ccccn3s2)cc1	96	-4	1	100	-1	-20	2	95	0	0	0
COc1cc(/C=N/NC(=O)CSc2cc(C)c(Br)cc2C)ccc1O	90	22	-1	91	-9	-18	-3	85	2	0	-7
COc1ccc(C2=NOC(C(=O)N3CCN(c4ccccc4OC)CC3)C2)cc1 (centres undefined)	98	3	-10	100	-8	-18	-3	99	8	-3	-10
Cc1ccc(-c2csc3ncnc(Oc4cccc5ccc(C)nc45)c23)cc1	101	5	-11	100	-16	-13	-6	101	-2	-6	-10
CCCn1c(SCc2ccon2)nc2ccccc2c1=O	100	-1	-1	102	1	1	-2	107	-14	-1	-2
Cc1cc2nc(C)n(CCCN)c2cc1C	100	16	-14	99	-19	7	-1	101	-3	-6	-10
COc1ccc(S(=O)(=O)Nc2cccnc2)c(Cl)c1Cl	100	5	-3	102	-2	-17	0	103	4	-2	-3
O=C(O)c1cccc(-c2ccc(/C=c3/sc4nc5ccccc5n4c3=O)o2)c1	96	89*	x	u	x	33	x	99	x	x	x
COc1cc(OC)c(NC(=O)CCc2nc(-c3ccc(C)cc3)no2)cc1Cl	105	17	-12	105	-7	7	-3	104	-2	-3	-7
CSCCC(NS(=O)(=O)c1c(Cl)cccc1Cl)C(=O)O (centres undefined)	101	-4	-2	102	-2	-17	-2	100	0	0	0
COc1ccccc1NC(=O)/C=C/c1cc([N+](=O)[O-])ccc1OC(F)F	100	11	x	u	x	-33	x	99	x	x	x
CCOC(=O)C1=C(CN2CCOCC2)NC(=O)NC1c1cc(C)ccc1C (centres undefined)	99	22	-3	95	-15	-2	0	96	-1	0	-6
Cc1ncc([N+](=O)[O-])n1Cc1ccc(Cl)cc1	100	16	-7	101	-6	-10	0	100	0	-1	-4
CCCCOc1ccc(C2(C(=O)O)CCCC2)cc1	113	-1	5	113	0	17	-4	116	2	6	4
CCCOc1ccc(Cn2c(C)nc([N+](=O)[O-])c2SCC(O)COC)cc1[N+](=O)[O-] (centres undefined)	99	16	1	97	0	-4	0	99	2	0	1
CCOc1ccc(/C=C/C(=O)NCCc2ccc(OC)c(OC)c2)cc1	100	1	-1	104	-11	4	-4	100	1	-4	-9
COc1ccc2c(c1)c(C(=O)CN1CCN(Cc3ccccc3)CC1)c(C)n2C	99	-2	x	u	x	-4	x	100	x	x	x
CC(C)OC(=O)NCCOC(=O)Nc1ccccc1Cl	100	-4	-1	97	-2	-11	-1	99	0	0	-4
COc1ccc(C)cc1NC(=O)c1nnn(Cc2cccc(F)c2)c1N	88	12	8	92	16	5	12	91	18	20	8
C/C(=N\NC(=O)C(C)n1nc(C)c([N+](=O)[O-])c1C)c1ccccc1O (centres undefined)	108	25	-4	102	-12	-10	-3	100	-2	-3	-5
Nc1ccc(C(=O)Nc2nc3ccccc3s2)cc1	101	6	-6	100	-9	-17	-4	99	-2	-8	-7
C=CCn1c(C)cc(C(=O)COc2nncc3ccccc23)c1C	102	13	-3	103	-4	-75	1	104	1	0	0

Looked up above.
COc1ccc(S(=O)(=O)Nc2cccnc2)c(Cl)c1Cl – Bim-Bcl-2: -3
COc1ccc(C)cc1NC(=O)c1nnn(Cc2cccc(F)c2)c1N – Mcl1-Noxa inh: 12
COc1ccc2c(c1)c(C(=O)CN1CCN(Cc3ccccc3)CC1)c(C)n2C – RGS8-Gao: 99

Next results:
SMILES	RGS8-Gao	Mcl1-Noxa inh	Bim-Bcl-2	RGS7-Gao reg	Bfl-1 Bim block	Mcl1-Bid inh	Bim-Bcl-W	RGS4-Gao reg	Bim-Mcl-1	Bcl-XL Bim block	Bcl-B Bim block
O=C(Nc1ccc(Cl)cc1)NC1CCCCNC1=O (centres undefined)	99	-6	x	u	x	-9	x	97	x	x	x
COc1ccc(OCCNc2cc(Cl)ccc2[N+](=O)[O-])cc1	98	11	-7	100	-15	-8	-2	100	-2	-4	-7
C[C@@H](CN1C2=NC[C@H](C)N2C[C@H]1Cc1ccc(O)cc1)NC(=O)CCC1CCCCC1	101	12	-1	96	-4	4	-2	97	0	0	-3
COc1cc(CNCc2cccs2)ccc1OCC(N)=O	101	-10	-2	99	-1	-6	1	101	0	-2	0
COc1ccc(/C=C2\CCc3ccccc3C2=O)cc1Cn1nc(C)cc1C	101	7	-15	99	-13	13	2	104	-1	1	-9
Cn1c(SCC(=O)NC(=O)c2cccc([N+](=O)[O-])c2)nnc1-c1ccc(F)cc1	86	18	5	91	13	-36	2	91	1	4	2
O=c1[nH]c(CN2CCN(S(=O)(=O)c3ccc(Cl)cc3)CC2)nc2cc(Cl)ccc12	101	-2	-7	100	-8	3	0	103	-2	-3	-8
Cc1n[nH]c(=O)n1-c1ccc(C(C)(C)C)cc1	97	7	-3	94	-3	-22	-1	98	0	-3	-3
CC(/C=N/NC(=O)c1cccnc1)=C\c1ccco1	101	13	6	96	8	-19	9	98	1	3	8
CCNc1ccccc1C(=O)O	102	4	x	u	x	-39	x	102	x	x	x
CC1CCCN(C(=O)c2cccc(S(=O)(=O)Nc3cc(C(F)(F)F)ccc3Cl)c2)C1 (centres undefined)	105	13	16	104	8	27	23	103	17	25	24
CCSc1nc2c(sc3nc(C)cc(C)c32)c(=O)[nH]1	99	49	-4	93	-10	7	-2	96	0	-5	-13
CSc1nsc(SCCN2C(=O)c3ccccc3C2=O)n1	100	-9	-11	98	-21	-7	-1	101	-6	-10	-11
COc1cc(OC)cc(C(=O)N[C@H](C(=O)Nc2cccc(S(=O)(=O)N3CCCC3)c2)C(C)C)c1	100	-2	x	u	x	-11	x	97	x	x	x
O=C(O)CSc1nc2c(c(C(F)(F)F)n1)CCc1ccccc1-2	103	4	-5	u	-7	-22	0	100	-2	-3	-9
Cc1ccccc1NC(=O)c1cccc2nccnc12	102	16	-3	101	-2	-3	-1	101	-5	-7	-5
O=C(CN(Cc1cccs1)C(=O)CNS(=O)(=O)c1ccc(Cl)cc1)NCC1CCCO1 (centres undefined)	101	-16	-2	102	-3	-28	-1	100	0	0	-1
CCOC(=O)C1=C(C)Nc2ccccc2N=C1NC(=O)c1cccc(S(=O)(=O)NCc2ccccc2)c1	102	25	-12	101	-13	-37	3	99	0	-2	-6
CCCC(=O)OCC(=O)NCc1ccc(Cl)cc1	99	2	-5	u	-5	-10	-1	98	-1	-3	-4
COc1ccc(CC(=O)c2ccccc2C(=O)O)cc1	103	31	-8	103	-9	-7	0	100	0	-9	-8
CCN(CC)C(=O)c1[nH]cnc1C(=O)Nc1ccc(OC)cc1	97	-6	x	u	x	-51	x	96	x	x	x
O=C(CN1C(=O)C2C3C=CC(C3)C2C1=O)Nc1ccc(C(=O)O)cc1 (centres undefined)	101	10	-4	93	-4	-26	0	95	0	-6	-5
N#C/C(=C\c1cc([N+](=O)[O-])c(N2CCCCC2)cc1N1CCCCC1)c1nn(-c2ccccc2)c(N)c1C#N	85	2	-2	92	0	-4	-2	95	-3	-5	-2
NNC(=O)c1nc(-c2cccc(-n3cccc3)c2)no1	97	0	x	u	x	-152	x	99	x	x	x

Shown as a hit in Mcl1-Noxa inh (from the list above):
SMILES	RGS8-Gao	Mcl1-Noxa inh	Bim-Bcl-2	RGS7-Gao reg	Bfl-1 Bim block	Mcl1-Bid inh	Bim-Bcl-W	RGS4-Gao reg	Bim-Mcl-1	Bcl-XL Bim block	Bcl-B Bim block
O=C(O)c1cccc(-c2ccc(/C=c3/sc4nc5ccccc5n4c3=O)o2)c1	96	89*	x	u	x	33	x	99	x	x	x

(more compounds)
SMILES	RGS8-Gao	Mcl1-Noxa inh	Bim-Bcl-2	RGS7-Gao reg	Bfl-1 Bim block	Mcl1-Bid inh	Bim-Bcl-W	RGS4-Gao reg	Bim-Mcl-1	Bcl-XL Bim block	Bcl-B Bim block
Cc1cc(C)c(NC(=S)NCCCSC2CCCCC2)c(C)c1	97	26	-8	111	4	14	-3	97	-5	-7	-49
C(=N\c1nccs1)/c1cccnc1	103	24	-3	101	-3	-13	-6	101	-3	-6	-8
Cc1ccc(-n2c(SCC(=O)Nc3ccc4cn[nH]c4c3)nnc2-c2ccco2)cc1	90	14	-6	96	-2	-24	2	74	0	-1	-10
COc1ccc(CN(C(=O)CN2C(=O)COc3ccccc32)C2CCCC2)c(OC)c1	103	6	-8	102	-13	-24	1	103	-1	-5	-10
COc1ccc2[nH]c3c(NCCN4CCCCC4)ncnc3c2c1	100	33	-3	102	0	-10	-3	101	-1	-5	-2
Cc1ccc(S(=O)(=O)N2CCC(C(=O)NCCc3ccccn3)CC2)cc1	102	-11	-3	99	-7	2	-3	96	0	0	-3
CC1(C)c2ccccc2N2CC(=O)NC21/C=C/c1ccco1 (centres undefined)	86	10	-3	79	5	-7	-4	82	0	0	-5
O=C1N/C(=C/c2ccc(N3CCOCC3)cc2)C(=O)N1Cc1ccc(F)cc1	105	-16	-5	102	0	-52	-4	101	-1	0	0
Cc1cc(N/C=C/C(=O)c2cccs2)ccc1F	91	18	0	103	-5	-22	1	99	1	0	-3
N#Cc1nc(COc2ccccc2Cl)oc1NCc1ccco1	101	-9	3	98	0	-5	0	100	-1	0	2
CCCc1ccc(-c2cc(NC(=O)CSc3n[nH]c(N)n3)n(-c3ccccc3)n2)cc1	101	9	-1	99	-2	-8	-1	101	-1	1	0
Cc1nnc(Nc2ccc(Cl)cc2)s1	99	-1	x	u	x	-14	x	101	x	x	x
COc1ccccc1C1N(c2cc(Cl)ccc2OC)C(=O)C2CCCN21 (centres undefined)	103	11	-6	102	-13	-9	-3	101	-1	-4	-6
CCOC(=O)c1ccc(NC(=O)CN2C(=O)C(C)SC(C)C2=O)cc1 (centres undefined)	101	11	-6	100	-6	-7	-4	101	0	-5	-8
CC(=O)Nc1ccccc1C(=O)C(=O)Nc1ccc(F)cc1	101	6	-7	103	-12	-7	0	100	0	-3	-7
O=C1CN2C(=Nc3ccc(Cl)cc3C2c2ccccc2)CN1 (centres undefined)	98	2	-4	99	-11	-9	-1	99	0	-13	-6
CC1(C)CC2(CC(C)(C(=O)CSc3nc4ccccc4s3)OC2=O)C(=O)O1 (centres undefined)	102	14	-6	102	-5	-23	-5	103	-6	-5	-3
CCc1ccc(CN/C=C/C(=O)c2ccc(Br)cc2)cc1	98	-1	-2	98	-12	6	0	95	-2	-6	-6
O=c1c2ccccc2oc2nc(C3CCCCC3)n(Cc3ccco3)c(=O)c12	98	-64	0	97	2	6	7	96	1	0	-3
COc1cccc(/C=N/NC(=O)c2cc3c(OC)cccc3[nH]2)c1OC	101	23	-5	108	-13	-2	-1	101	-1	-5	-8
O=C(NCC1CCCO1)c1ccc(COCC(F)(F)C(F)F)cc1 (centres undefined)	97	8	-7	100	-15	0	-3	96	-1	-8	-9
Cc1cc(SCC(=O)N/N=C/c2ccc(O)c(O)c2)c(C)cc1Br	86	61*	-3	82	-12	23	3	86	1	-2	-6
Cc1cc(C(=O)CSc2nncs2)c(C)n1Cc1ccco1	98	1	-5	u	-6	-46	-2	99	-2	-3	-5
CCN(CC)CCn1c(=S)[nH]c2ccc(Cl)cc2c1=O	101	27	-5	101	-18	-30	-1	98	-2	-5	-9
